CHT allo act = CHT positive allosteric modulators, primary screen, cell-based, membrane potential dye, choline EC20; High affinity choline transporter 1 (Homo sapiens), Q9GZV3; CHT-expressing cells; stronger effect = higher value; LV-AA mutant CHT in HEK293 cells; B-score at 10 µM; 310,000 compounds, 0.49% hits;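 active means initial fluorescence not abnormally high and integrated response B-score, plate-corrected, over 3 SD above library mean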
Target sequence (Q9GZV3 whole entry, looked up): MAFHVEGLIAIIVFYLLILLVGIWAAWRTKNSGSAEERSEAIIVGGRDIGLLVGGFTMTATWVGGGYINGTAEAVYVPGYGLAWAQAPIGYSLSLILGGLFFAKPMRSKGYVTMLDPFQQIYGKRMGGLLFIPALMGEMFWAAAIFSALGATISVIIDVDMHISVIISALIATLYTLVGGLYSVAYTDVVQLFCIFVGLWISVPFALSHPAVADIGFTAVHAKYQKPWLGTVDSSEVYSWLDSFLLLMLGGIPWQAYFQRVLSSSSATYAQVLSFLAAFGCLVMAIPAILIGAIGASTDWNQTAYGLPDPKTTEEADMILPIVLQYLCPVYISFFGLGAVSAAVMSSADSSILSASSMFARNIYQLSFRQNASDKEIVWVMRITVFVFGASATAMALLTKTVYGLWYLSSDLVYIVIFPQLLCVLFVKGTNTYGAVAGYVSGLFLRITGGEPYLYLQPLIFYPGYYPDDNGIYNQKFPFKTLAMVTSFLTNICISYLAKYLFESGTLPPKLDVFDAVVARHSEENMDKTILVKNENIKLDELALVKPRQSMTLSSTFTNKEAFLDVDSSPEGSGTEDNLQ
STK33 kinase inh = inhibitors of purified STK33 kinase, primary screen, biochemical, ADP-Glo luminescence, homogeneous, cell-free. Serine/threonine-protein kinase 33 (Homo sapiens), Q9BYT3. MBP phosphorylation. inhibition, % at 10 µM. 320,000 compounds, 0.073% hits. AID 2661, 2010;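 active means inhibition at or above 25%, using the most active replicate where run in duplicate; inactive means inhibition below 25%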
Target sequence (Q9BYT3 whole entry, looked up): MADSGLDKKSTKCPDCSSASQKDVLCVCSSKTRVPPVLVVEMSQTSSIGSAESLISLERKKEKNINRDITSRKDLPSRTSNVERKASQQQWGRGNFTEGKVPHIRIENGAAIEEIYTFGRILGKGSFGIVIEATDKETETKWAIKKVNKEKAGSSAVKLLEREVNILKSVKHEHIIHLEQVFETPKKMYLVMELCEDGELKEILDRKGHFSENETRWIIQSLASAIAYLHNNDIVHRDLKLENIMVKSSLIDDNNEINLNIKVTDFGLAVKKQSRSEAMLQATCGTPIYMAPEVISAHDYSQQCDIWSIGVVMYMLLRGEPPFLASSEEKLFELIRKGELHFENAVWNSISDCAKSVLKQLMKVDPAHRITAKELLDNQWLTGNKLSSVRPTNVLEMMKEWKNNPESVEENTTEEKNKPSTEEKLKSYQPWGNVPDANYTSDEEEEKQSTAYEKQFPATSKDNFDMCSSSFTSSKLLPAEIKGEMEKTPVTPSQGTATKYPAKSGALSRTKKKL
CHT inh = inhibitors of human choline transporter CHT; CHT-expressing cells, membrane potential dye, choline response; stronger effect = lower value; High affinity choline transporter 1 (Homo sapiens), Q9GZV3; B-score at 10 µM; 310,000 compounds, 0.86% hits;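 active means B-score over 3 SD under the library average, and starting fluorescence ratio not unusually high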;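 further: choline stimulus applied at its EC90 after an EC20 pre-addition; B-score computed on integrated fluorescence ratio after choline addition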
Starred values were filed as active, the others as inactive; i = inactive; . = not tested or not shown. Outcome played no part in choosing rows; 1.5% or so of the library scored in one or more.

SMILES	CHT allo act	STK33 kinase inh	CHT inh
O=C1C2CC=CCC2C(=O)N1c1ccc(N2CCN(c3ccccn3)CC2)c([N+](=O)[O-])c1 (stereo not given)	i	-0.7	i
CCCCn1c(SCC(=O)Nc2nnc(C)s2)nnc1-c1ccoc1C	i	-0.6	i
CC/C(Cc1ccccc1)=N\NC(=O)c1cc([N+](=O)[O-])cc([N+](=O)[O-])c1	i	-1.6	i
CCOc1cc(C(=O)Nc2c(C)ccc3nsnc23)cc(OCC)c1OCC	i	0.1	i
CC(=O)c1c(C)[nH]c(C(=O)OCC(=O)Nc2cccc(S(=O)(=O)N(C)C)c2)c1C	i	-0.5	i
Fc1ccccc1N1CCN(Cc2nc(-c3ccc(Cl)cc3Cl)no2)CC1	i	-0.4	i
CC1CN(C(=S)Nc2cccc(F)c2)CC(C)O1 (stereo not given)	i	0.8	i
COc1ccc(CNc2ccc3c(c2)CCC3)cc1OC	i	-0.5	i
CC1=C(C(=O)N2CCOCC2)C(c2ccc(-c3ccccc3)cc2)NC(=S)N1 (stereo not given)	i	-1.7	i
Cc1onc(-c2ccccc2Cl)c1C(=O)N(C)Cc1ccccc1	i	-1.7	i
Cc1ccc(-c2nn(C)c(=O)c3ccccc23)cc1S(=O)(=O)NCCN1CCOCC1	i	1.0	i
C/C(=N\NC(=O)c1nnn(-c2nonc2N)c1CN1CCCCC1)c1ccccc1O	i	-0.6	i
Cc1ccc(C(C)C)c(OCC(=O)Nn2c(=O)[nH]c3ccccc3c2=O)c1	i	4.2	i
CS(=O)(=O)N(CC(=O)N1CCN(Cc2ccccc2)CC1)c1ccccc1Br	i	-1.3	i
COCCNC(=O)c1ccccc1NC(=O)c1ccccc1N(C)S(=O)(=O)c1ccc(C)cc1	i	-1.2	i
Cc1ccc(N2C(=O)[C@@H]3[C@H](C2=O)C2c4ccccc4C=NN2[C@@H]3C(=O)c2ccc(Cl)cc2)cc1 (stereo not given in full)	i	-0.9	i
COP(=O)(OC)C(Nc1ccc(Cl)cc1)c1ccccc1 (stereo not given)	i	-1.6	i
O=C1N/C(=C\c2nc3ccccc3s2)c2ccccc21	i	-0.9	i
COc1ccc(/C=C(\NC(=O)c2ccc(OC)cc2)C(=O)Nc2ccccc2C(=O)O)cc1	i	-4.9	i
CC(C)OCCCNS(=O)(=O)c1ccc2c(c1)oc(=O)n2C	i	-1.0	i
CCOc1ccc(C2=NNC(c3cccs3)=Nc3ccc(OC)cc32)cc1	i	-1.8	i
COc1ccc(N/C(C)=C/C(=O)c2ccccc2)cc1	i	3.1	i
C=CCC1(N(C(C)=O)c2ccccc2)CCCCC1	i	0.9	i
O=C(C1CCCN(S(=O)(=O)c2cccs2)C1)N1CCc2ccccc2C1 (stereo not given)	i	1.2	i

Reprinted from the part before: 7 entries, then new ones.
SMILES	CHT allo act	STK33 kinase inh	CHT inh
O=C1N/C(=C\c2nc3ccccc3s2)c2ccccc21	i	-0.9	i
COc1ccc(/C=C(\NC(=O)c2ccc(OC)cc2)C(=O)Nc2ccccc2C(=O)O)cc1	i	-4.9	i
CC(C)OCCCNS(=O)(=O)c1ccc2c(c1)oc(=O)n2C	i	-1.0	i
CCOc1ccc(C2=NNC(c3cccs3)=Nc3ccc(OC)cc32)cc1	i	-1.8	i
COc1ccc(N/C(C)=C/C(=O)c2ccccc2)cc1	i	3.1	i
C=CCC1(N(C(C)=O)c2ccccc2)CCCCC1	i	0.9	i
O=C(C1CCCN(S(=O)(=O)c2cccs2)C1)N1CCc2ccccc2C1 (stereo not given)	i	1.2	i
Cc1nc(SCC(=O)NC(C)(C#N)C2CC2)c2c(-c3cccs3)csc2n1 (stereo not given)	i	.	i
COc1ccc(N2CCN(C(=O)CNC(=O)c3ccc(Br)o3)CC2)cc1	i	-2.8	i
COc1ccc(CC(=O)N/N=C/c2cc(Br)cs2)cc1OC	i	0.1	i
Cc1nn(-c2ccccc2)c(Cl)c1C(=O)N(C)CC(=O)Nc1cccc(F)c1	i	0.3	i
COCCNc1ccnc2c(Cl)cccc12	6.3*	-0.6	i
O=[N+]([O-])c1ccc(-c2nc(NCC3CCCO3)c3ccccc3n2)cc1 (stereo not given)	i	0.3	i
CCc1ccc(CN(C)CC(=O)Nc2ccc3c(c2)CCC3)cc1	i	-0.9	i
O=C(C1CCN(S(=O)(=O)c2cccc3nsnc23)CC1)N1CCc2ccccc21	i	-1.2	i
NS(=O)(=O)c1ccc(CCNC(=O)c2ccccc2Cc2ccccc2)cc1	i	-4.3	i
CCN(CC(=O)Nc1c(F)cccc1F)C(=O)CNC(=O)c1ccc(Br)o1	i	-0.8	i
Cc1c(C(=O)CN2CCCC(C)(C)C2)c2ccccc2n1C	i	-1.0	i
COc1ccc(CCC(=O)NCc2ccco2)cc1	i	0.4	i
CN(c1ccccc1C(=O)N1CCN(c2ccccc2F)CC1)S(=O)(=O)c1ccccc1	i	-1.8	i
Cc1nc2cc(NC(=O)N3CCC(c4ccccc4)C3)ccc2n1C (stereo not given)	i	-0.9	i
N#Cc1ccc(-c2ccc(F)cc2)nc1Sc1ccccc1	i	-0.8	i
C/C(=N\OCC(=O)Nc1c(C)cc(C)cc1C)c1ccc2c(c1)OCCO2	i	-2.0	i
CCCc1cc(C(=O)N2CCCC(Nc3ccc(C)c(C)c3)C2)n(C)n1 (stereo not given)	i	2.3	i
COc1cccc(-c2nnc(-c3ccco3)o2)c1	i	.	i
Cc1cc(C)cc(NC(=O)N2CCc3ccccc3C2)c1	i	5.8	i
CCc1cc(C(=O)Cc2ccccn2)c(O)cc1O	i	-0.6	i
c1ccc(-c2nn3nnnc3c3ccccc23)cc1	i	-0.6	i
CCOc1ccc(/C=C/C(=O)Nc2ccc(C(N)=O)cc2)cc1OC	i	0.8	i
O=S(=O)(c1ccc(Oc2ccccc2)cc1)N1CCOCC1	i	-2.4	i
COc1ccc(S(=O)(=O)Nc2cc(C)c(O)cc2C(C)C)cc1	i	-4.2	i

Whole records as entered above. Values in the order: CHT allo act | STK33 kinase inh | CHT inh
CCc1cc(C(=O)Cc2ccccn2)c(O)cc1O is entered as i | -0.6 | i
CC1=C(C(=O)N2CCOCC2)C(c2ccc(-c3ccccc3)cc2)NC(=S)N1 (stereo not given) is entered as i | -1.7 | i
Cc1ccc(-c2nn(C)c(=O)c3ccccc23)cc1S(=O)(=O)NCCN1CCOCC1 is entered as i | 1.0 | i
COP(=O)(OC)C(Nc1ccc(Cl)cc1)c1ccccc1 (stereo not given) is entered as i | -1.6 | i

Remaining list, next part.
SMILES	CHT allo act	STK33 kinase inh	CHT inh
O=c1[nH]c(=O)n(Cc2ccco2)c2c1C(C(F)(F)F)(C(F)(F)F)N=C(Cc1ccccc1)N2	i	-1.3	i
CCOC(=O)c1ccc(NC(=O)C2CC3CCC2C3)cc1 (stereo not given)	i	0.2	i
COc1ccccc1-c1cc(C(=O)NC(C)c2ccccc2)no1 (stereo not given)	i	-0.8	i
CCCCn1c(N)c(N(CCOC)C(=O)CN2c3ccccc3CC2C)c(=O)[nH]c1=O (stereo not given)	i	2.3	i
CCOC(=O)c1sc(NC(=O)c2c(C)nn(Cc3ccccc3)c2C)cc1C	i	-1.3	i
COc1ccc(CNCC(=O)Nc2cc(OC)cc(OC)c2)cc1	i	-1.7	i
C/C(CC(=O)Nc1cccc(Cl)c1Cl)=N\NC(=O)c1ccccc1Br	i	0.2	i
CCOC(=O)C1=C(CS(=O)(=O)c2ccc(C)cc2)NC(=O)NC1c1cc(OC)c(OC)c(OC)c1 (stereo not given)	i	-1.6	i
O=C(COC(=O)c1cc(=O)[nH]c2ccccc12)NC1CCCC1	i	1.0	i
Cc1ccc(S(=O)(=O)N2CCOC23CCN(C(=O)c2ccc(Cl)cc2Cl)CC3)cc1	i	-0.3	i
CCCCN(C)Cc1c(O)ccc2c(-c3ccccc3)cc(=O)oc12	i	-0.3	i
O=[N+]([O-])c1ccc2nonc2c1Nc1cccc(F)c1	i	2.1	i
COc1ccnc(N=CNOCc2ccc(C)cc2)c1C#N	i	-0.7	i
CCCCOC(=O)c1ccc(NC(=O)COC(=O)CSc2nc(C)cc(C)n2)cc1	i	0.9	i
CCn1cnc2cc(NS(=O)(=O)c3ccc(OC)c(OC)c3)ccc21	i	1.1	i
CCn1cc(CN2CCCC(C(=O)Nc3cccc(-c4cc5ccccc5[nH]4)c3)C2)cn1 (stereo not given)	i	0.4	i
CCOC(=O)C(NC(=O)c1cccc(Cl)c1)(OCc1ccccc1)C(F)(F)F (stereo not given)	i	1.0	i
NC(=O)c1ccc(NC(=O)CN2CCN(c3ccccc3)CC2)cc1	i	-0.6	i
COC(=O)C1=C(N)Oc2cc(C)n(CCc3ccccc3)c(=O)c2C1c1cccnc1 (stereo not given)	i	-0.5	-5.2*
COc1ccc2nc(C)cc(N3CCC(C(N)=O)CC3)c2c1	7.2*	-1.1	i
CN1C(=O)CC(P(=O)(c2ccccc2)c2ccccc2)N(C)C1=O (stereo not given)	i	1.0	i
COc1ccc(OC)c(Nc2cc(-c3ccccc3)nc(N)n2)c1	i	1.0	i
CCO/C=C1\C(=O)N(c2ccccc2)C(=O)c2ccccc21	i	-0.2	i
O=C(O)c1cc(N/N=C/c2ccc(-c3ccc(F)cc3)o2)ccc1Cl	i	-2.6	i
O=C(CC1CCCC1)OCn1nnc2ccccc2c1=O	i	-2.7	i
O=C(C1CCC(=O)N(C2CCCCCC2)C1)N1CCN(c2ccccc2Cl)CC1 (stereo not given)	i	-0.9	i
Cc1cc(NC(=O)CSc2nnc(C)c(=O)[nH]2)no1	i	-0.5	i
CC(C)(C)NC(=O)COc1ccc(CNCCc2ccccc2)cc1	i	-0.8	i
CSc1nsc(SCC(=O)Nc2ccc(O)c(C(=O)O)c2)n1	i	-1.6	i
COc1cccc(CNC(=O)C2CCN(S(=O)(=O)c3c(C)nn(C)c3C)CC2)c1	i	0.3	i
CC(=O)Nc1ccc(S(=O)(=O)Nc2ccccc2C(=O)NCc2cccnc2)cc1	i	-0.8	i
O=c1[nH]c(N2CCOCC2)nc2ncn(Cc3ccccc3)c12	i	-0.2	i
CCCCn1c(-c2sccc2C)n[nH]c1=S	i	-0.6	i
O=C(N/N=C/c1ccc(O)c(O)c1O)/C(=C/c1ccc([N+](=O)[O-])cc1)NC(=O)c1ccccc1	i	-0.4	i
CCOC(=O)c1ccc2c(c1)n(CC)c(/C=C/Nc1ccccc1)[n+]2CC	i	0.5	i
C=CCNc1nc(NCCN2CCOCC2)nc(OC)n1	i	-1.7	i
COc1ccc2nc3oc(C(=O)N4CCN(c5cccc(C(F)(F)F)c5)CC4)cc3cc2c1	i	0.2	i
CCN(CC)c1ccc(C(=O)N/N=C(\C)c2ccc(O)cc2)cc1	i	0.9	i
C[C@@H](NC(=O)C(=O)c1c[nH]c2ccccc12)c1ccccc1	i	0.3	i
O=C(NCCc1ccccn1)c1ccc(OC2CCN(Cc3ccccn3)CC2)cc1	i	-0.7	i
Cc1c(OC(C)C(=O)NCCN2CCOCC2)ccc2c3c(c(=O)oc12)CCC3 (stereo not given)	i	2.0	i
Cn1cc(S(=O)(=O)NCc2ccc(F)cc2)c(=O)n(C)c1=O	i	-1.2	i
C=CCNC(=O)CCc1nnc(C2(c3ccc(Cl)cc3)CCC2)o1	i	0.2	i
Cc1ccc(NC(=O)c2ccc3c(c2)C(=O)N(c2cc(C)ccc2C)C3=O)nc1	i	-0.4	i
CC1(C)NC(=O)N(CC(=O)Nc2cc(S(=O)(=O)N3CCOCC3)ccc2N2CCOCC2)C1=O	i	-0.5	i
Cc1ccc(NC(=S)NC2CCSc3ccccc32)cc1C (stereo not given)	i	0.9	i
CN1/C(=C\C=N\NC(=O)c2cccnc2)C(C)(C)c2ccccc21	i	-0.4	i
Cc1ccc(/C=C/C2=NN(Cc3ccccc3)C(=O)CC2)cc1	i	-1.9	i
COC(=O)c1ccccc1NC(=O)CS(=O)(=O)Cc1nc(-c2ccc(C)cc2)oc1C	i	-0.5	i
CCOC(=O)c1oc2ccc(CNC3CCCCC3)c(Cl)c2c1C	i	11	i
COc1ccc(CNC(=O)c2cc(-n3cnnc3)ccc2Cl)cc1	i	0.8	i
Cc1ccc(S(=O)(=O)N(C)C)cc1NC(=O)COC(=O)/C=C/c1ccc2c(c1)OCO2	i	0.0	i
CC(C)(C)SCCNC(=O)c1ccc(NS(C)(=O)=O)cc1	i	-0.7	i
COc1ccc(-c2cc(-c3n[nH]c(=S)n3-c3cccc4ccccc34)[nH]n2)cc1	i	-0.2	i
COc1cc(SC)ccc1C(=O)NCc1ccccc1	i	1.7	i
Cc1ccc(O)c(NC(=O)CN(C)S(=O)(=O)c2ccc(Cl)cc2)c1	i	0.7	i
Cc1ccccc1NC(=O)Cc1nnc(SCC(=O)NC2CCCCC2)n1C	i	3.3	i
CN1CCN(C(=O)c2ccc(Oc3ccc([N+](=O)[O-])cc3)cc2)CC1	i	-0.4	i
Cc1ccc(C)c(S(=O)(=O)NCCCn2ccnc2)c1	i	-0.1	i
CC(=O)c1cccc(NC(=O)Nc2cnn(Cc3ccc(Cl)cc3Cl)c2)c1	i	1.7	i

(cont.)
SMILES	CHT allo act	STK33 kinase inh	CHT inh
CSc1nnc(-c2nnc(SC)n2-c2ccccc2)n1-c1ccccc1	i	-1.9	i
Cc1ccccc1NCC(=O)N=Nc1c(O)[nH]c2ccc([N+](=O)[O-])cc12	i	-1.0	i
CCNC(=O)NC(=O)C(C)OC(=O)c1cccnc1SC (stereo not given)	i	0.3	i
OC(CN1CCOCC1)c1ccc(F)cc1 (stereo not given)	i	-0.4	i
Cc1ccc(NC(=O)COC(=O)c2ccc(=O)n(Cc3ccccc3)n2)cc1F	i	-0.4	i
CC(C)n1cnc2cc(NCc3ccccc3O)ccc21	i	0.4	i
